TCR CD3 inh: blocks the human TCR-CD3 interaction | TAMRA-labeled TCR probe fluorescence, biochemical | inhibition, % at 9.4 µM | hit rate 0.37% among 360,000 | AID 651800; in the data active = inhibition above about 19%;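 note: recombinant mutant TCR 2C K166C tagged with TAMRA read by polarization; 0% = receptor in buffer alone and 100% = receptor with positive control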
KLK7 zymogen act: proKLK7 (human) activation, primary screen; hit rate 0.9% among 370,000; activation, % at 7 µM; purified proKLK7, EDANS-DABCYL substrate fluorescence; 100% is mature enzyme control, 0% vehicle; P49862;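 active = activation above the mean of all tested compounds plus 3 SD, computed per campaign excluding outliers beyond control limits, cut at about 13% in these data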
LEDGF integ inh: blocks HIV-1 LEDGF/p75-dependent DNA integration. TR-FRET IN-LEDGF/p75 DNA integration, Eu/Cy5. AID 743269. inhibition, % at 3.7 µM. hit rate 0.64% among 370,000;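 active = inhibition above the screen-wide mean plus 3 SD, cut at about 13% in these data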;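 note: signal is the Cy5 over europium emission ratio at 671 and 618 nm; 0% = plate median of compound wells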
Tn7 DDE FP: DD(E)-Tn7 binding inhibition, primary FP screen. hit rate 0.13% among 370,000. FP displacement of FITC-Tn7 peptide from fibrin DD(E); 0% = median of compound wells per plate. inhibition, % at 8.3 µM;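 active = inhibition above the mean of compounds falling within the control limits plus 3 SD of them, cut at about 14% in these data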;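 note: 0% = plate median of compound wells and 100% = 10 µM Aha-Tn7 peptide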
Target sequence (P02675 whole entry, looked up): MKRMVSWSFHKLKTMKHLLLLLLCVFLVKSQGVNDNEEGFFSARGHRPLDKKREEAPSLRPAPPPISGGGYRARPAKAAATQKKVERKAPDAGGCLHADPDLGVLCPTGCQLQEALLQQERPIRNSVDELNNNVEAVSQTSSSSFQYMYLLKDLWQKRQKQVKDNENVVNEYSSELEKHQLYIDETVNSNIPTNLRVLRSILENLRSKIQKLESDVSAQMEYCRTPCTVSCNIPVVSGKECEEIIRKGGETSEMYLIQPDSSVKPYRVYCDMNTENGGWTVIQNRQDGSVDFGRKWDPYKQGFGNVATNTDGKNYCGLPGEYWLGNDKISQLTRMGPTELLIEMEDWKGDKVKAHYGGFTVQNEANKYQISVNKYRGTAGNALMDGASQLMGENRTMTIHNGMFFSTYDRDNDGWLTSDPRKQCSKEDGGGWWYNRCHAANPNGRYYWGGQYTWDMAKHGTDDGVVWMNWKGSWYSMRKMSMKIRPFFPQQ
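Test system: human clot-derived fibrin DD(E) complex / Quantity: 2 µM final DD(E) protein / Incubation: 10 min plus 3 h, room temperature / Measured by: fluorescence polarization / Benchmarks: high control of 10 µM Aha-Tn7 peptide / Replicates: singlicate testing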
UHRF1 binding: UHRF1 methyl-DNA binding inhibition; hit rate 0.75% among 370,000; Q96T88; UHRF1 binding to methylated oligo, TR-FRET; inhibition, % at 4.4 µM; in the data active = inhibition above about 21%;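 note: UHRF1 SRA domain binding a hemimethylated CpG hairpin DNA probe; 0% = median of test compound wells and 100% = reference inhibitor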
PRMT1 inh: PRMT1 (human) inhibition, primary screen; inhibition, % at 2.79 µM; AID 652257; recombinant PRMT1, activity-based probe fluorescence polarization; hit rate 1.3% among 370,000; Q99873;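 active = inhibition above about 21% made by adding two undisclosed values, limit read from the data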
DDE Tn6 FP inh: disrupts Tn6 cyclic peptide binding to fibrin D-Dimer-E complex; hit rate 0.21% among 370,000; AID 720509; Fibrin DD(E) TRITC-Tn6 fluorescence polarization displacement; inhibition, % at 8.3 µM; P02675;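 active = inhibition above a per-campaign cutoff: mean of compounds within control limits plus 3 SD, cut at about 15% in these data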;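 note: 0% = median of all compound wells on the plate and 100% = blocking peptide control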
MBD2 inh: MBD2-methylated oligo binding inhibition; Q9UBB5; TR-FRET, MBD2 binding to methylated oligonucleotide; inhibition, % at 4.4 µM; hit rate 0.31% among 370,000; AID 686964; in the data active = inhibition above about 13%
TDP2 absorb: TDP2 (human) inhibition, absorbance primary screen. O95551. recombinant TDP2, T5PNP hydrolysis, p-nitrophenol absorbance 415 nm. inhibition, % at 12.8 µM. hit rate 0.34% among 370,000;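 active = inhibition above the mean of all tested compounds plus 3 SD, set per campaign, cut at about 25% in these data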;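 note: 0% = DMSO with enzyme and 100% = buffer with substrate but no TDP2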
Target sequence (O95551 whole entry, looked up): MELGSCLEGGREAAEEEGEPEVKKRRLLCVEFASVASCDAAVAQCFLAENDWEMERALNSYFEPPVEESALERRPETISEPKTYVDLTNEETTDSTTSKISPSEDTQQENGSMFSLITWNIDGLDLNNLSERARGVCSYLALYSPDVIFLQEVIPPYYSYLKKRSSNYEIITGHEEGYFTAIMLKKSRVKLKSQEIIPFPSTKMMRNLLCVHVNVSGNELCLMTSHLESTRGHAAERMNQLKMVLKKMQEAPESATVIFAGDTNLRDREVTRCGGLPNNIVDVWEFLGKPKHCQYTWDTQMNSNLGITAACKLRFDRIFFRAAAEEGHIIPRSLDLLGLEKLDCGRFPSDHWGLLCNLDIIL
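Incubation: 2 h at 37 °C; Test system: recombinant human TDP2; Quantity: enzyme 120 nM; Read-out basis: percent inhibition; Medium: 50 mM Tris-HCl pH 7.5 with Mg2+, KCl, DTT, BSA; Repeats: single replicate; Compound: 12.8 µM single point, 1% DMSO; Signal: epi absorbance; Reagent: 5 mM T5PNP chromogenic substrate; Benchmarks: no-enzyme high, DMSO-plus-enzyme low.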
SIAE inh: human SIAE inhibition, primary screen; Q9HAT2; SIAE FP-Rh probe binding, fluorescence polarization; inhibition, % at 9.66 µM; hit rate 0.69% among 370,000; AID 1053197;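 active = inhibition above a cutoff: mean of compounds within the control limits plus 3 SD of those, cut at about 17% in these data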;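 note: 0% = plate median of compound wells and 100% = probe without SIAE protein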
* hit, by the source's call; . = no result given.

SMILES	TCR CD3 inh	KLK7 zymogen act	LEDGF integ inh	Tn7 DDE FP	UHRF1 binding	PRMT1 inh	DDE Tn6 FP inh	MBD2 inh	TDP2 absorb	SIAE inh
CCC(C)[C@H](NC(=O)Nc1ccc(S(N)(=O)=O)cc1)C(=O)OC (stereo partly specified)	9	-0.8	2	-8	-1	-4	2	-2	2	3
COC(=O)c1ccc(C2N=C(c3cccs3)CC(c3ccccc3O)N2)cc1 (stereo unspecified)	-2	-0.7	-1	-6	3	7	-10	0	-8	3
Cc1ccc(COC(=O)CN2C(=O)NC3(CCCCC3C)C2=O)cc1 (stereo unspecified)	2	0.0	-5	11	-1	0	4	-3	-1	-2
CC(C)C(=O)N[C@@H]1c2ccccc2CC[C@@H]1OCc1ccccc1	1	-0.2	-2	14*	11	2	5	7	11	-1
Cc1ccc(SCC(=O)OC(C)C(=O)NC2(C#N)CCCCC2)cc1 (stereo unspecified)	11	-0.1	0	8	0	-1	7	-9	-1	-6
Cc1c(NC(=O)Nc2ccccc2)cccc1[N+](=O)[O-]	1	-0.1	2	-2	-3	-2	-4	-3	-8	0
COc1cccc(/C=C/C(=O)OCC(=O)N2c3ccccc3CC2C)c1 (stereo unspecified)	7	-1.6	0	4	1	-4	-5	5	-7	-8
COc1ccc(CCNC(=O)Nc2ccc3c(c2)[C@@]2(CC(=O)N(CC(C)C)C2c2ccccc2)C(=O)N3C)cc1OC (stereo partly specified)	.	0.2	-3	6	-1	6	1	4	7	1
CC(C)(C)c1cc(Cc2ccccc2)[nH]n1	6	0.6	2	2	12	1	0	2	11	4
C/C(CC(=O)Nc1ccccc1C(F)(F)F)=N\NC(=O)c1cnccn1	-4	-0.2	3	-7	0	-6	1	-4	-5	-1
O=C(CNCc1ccc(F)cc1)Nc1ccccc1[N+](=O)[O-]	7	0.2	-1	8	-4	-5	3	-4	-7	-1
C=C(C)COc1ccc2oc(C)c(C(=O)OCCOC)c2c1	1	0.7	2	-6	2	-1	-8	0	-9	-3
CC(C)(C)OC(=O)N1CCC(C(=O)Nc2cccc(C(=O)N3CCOCC3)c2)CC1	-2	0.6	2	-3	-1	-4	-2	0	0	7
CC(=O)Nc1ccccc1NS(=O)(=O)c1ccc(Cl)cc1	3	-0.4	-3	1	-3	-1	-3	1	5	14
O=C(Nc1cc(C(F)(F)F)ccc1Cl)c1ccncc1	-3	0.0	-2	8	0	-2	-3	-6	5	-1
CC1CCN(c2c([N+](=O)[O-])nn(-c3ccc4c(c3)OCCO4)[n+]2[O-])CC1	-3	-0.1	2	-5	1	6	-7	-1	-3	-3
O=C(CCCN1C(=O)/C(=C\c2cccs2)SC1=S)NNC(=O)c1ccncc1	0	0.0	1	3	0	2	-1	-5	9	-13
C[C@@H]1CN([C@H](C)CO)S(=O)(=O)c2ccc(Br)cc2O[C@H]1CN(C)C(=O)Cc1ccccn1	-2	-0.1	-3	3	-2	-1	8	-4	-7	2
CC(=O)C1=C(O)C2(C)c3c(O)c(C)c(O)c(C(C)=O)c3OC2CC1=O (stereo unspecified)	-3	1.1	4	0	5	11	5	2	-5	-11
CCN(CC(=O)NC(C)C)C(=O)c1ccc(Cl)cc1	2	0.1	-2	10	-1	1	-6	1	2	7
CSCCC(NS(=O)(=O)c1ccccc1F)C(=O)Nc1ccncc1 (stereo unspecified)	-4	-0.4	0	-1	5	6	2	7	-8	-7
COc1cc(OC)c2c(-c3cccc(-c4ccc(O)cc4)c3)cc(=O)oc2c1	12	-0.2	1	6	1	-1	3	-6	2	-21
Cc1ccc(OCCCC(=O)ON=C(N)c2ccccc2C)cc1	3	0.3	0	-1	-3	-5	-4	4	-1	-5
Cc1ccc([N+](=O)[O-])cc1/C=N/Nc1nnnn1-c1ccccc1	1	-0.4	2	6	1	3	-8	-3	4	-1
CC/C(=C/c1sc2ccc(C)cc2[n+]1CCO)SC	3	-0.1	2	7	2	52*	2	-3	5	1
C=C(C)CNC(=O)C1CCC(=O)N(CCCc2ccccc2)C1 (stereo unspecified)	4	-0.7	-1	5	-1	-2	-13	3	5	2
O=C(NCC1c2ccccc2CCN1C(=O)CN1CCOCC1)C1CCCCC1 (stereo unspecified)	6	0.6	3	-1	0	-2	-2	-4	-1	0
O=C(CCc1nnc(CCCCc2ccccc2)o1)N1CCN(CCO)CC1	1	-0.6	-2	5	0	2	3	0	-5	-13
Cc1ccsc1C(=O)N/N=C/c1ccc([N+](=O)[O-])cc1	-1	0.5	-4	-2	0	-2	0	1	-5	-4
COc1ccc(NC(=O)Cc2cccs2)c(OC)c1	7	0.2	2	-3	0	1	1	-2	4	11
CC12CCC(C(=O)Nc3ccccc3)(C/C1=N\O)C2(C)C (stereo unspecified)	-1	-0.6	0	4	1	2	6	2	11	-6
CC1(C)Cc2c(sc3nc(SCC(=O)O)[nH]c(=O)c23)CO1	-2	0.3	-1	-2	1	1	-7	-2	3	8
O=C(CCCC(=O)OCC(Cl)=C(Cl)Cl)Nc1cccc2ccccc12	-2	0.6	3	3	3	-1	0	-1	-8	5
Cc1ccc(NC(=O)/C(=C/c2cccs2)NC(=O)c2ccco2)c(C)c1	7	-0.2	1	-1	-1	1	2	-4	3	-4
O=[N+]([O-])c1ccc(N2CCN(C(=S)Nc3ccc(F)cc3)CC2)cc1	-3	0.2	-5	7	-2	2	4	2	-5	-5
CC(=O)ONC(=Nc1ccccc1)c1nonc1N	-13	-0.2	-5	-4	2	6	2	5	-19	-2
O=C1OCC2=C1C(c1ccc(Cl)cc1)c1cc3c(cc1O2)OCO3 (stereo unspecified)	4	0.4	-2	3	-1	0	8	0	-1	-1
CCOCC(=O)Nc1ccc(S(=O)(=O)NCCc2ccccc2)cc1	3	1.1	0	2	-1	2	6	3	8	-4
CC1(C)NC(=O)N(CC(=O)N2CCN(S(=O)(=O)c3ccccc3F)CC2)C1=O	8	-0.1	-2	6	6	0	-4	-2	2	0
CC(C)(C)N(Cc1ccccc1)C(=O)CSc1ncn[nH]1	5	-0.7	2	-2	3	-1	-6	-4	-22	-8
O=C(Nc1ccc(O)cc1)c1ccc2c(c1)C(=O)N(Cc1ccco1)C2=O	8	0.2	8	7	-4	0	-7	-3	4	1
Cc1cccc(C)c1NC(=O)CNCC(=O)N(C)C	-6	-0.4	8	-7	10	-5	-2	-4	-12	-3
Cc1cc(NCCCN2CCOCC2)n2ncc(-c3ccccc3)c2n1	4	3.1	-1	5	-2	-2	-5	-7	-2	8
COc1cc(/C=C2/NC(=O)N(Cc3ccccc3F)C2=O)ccc1Oc1ccc([N+](=O)[O-])cn1	6	0.3	0	1	-3	1	-2	-2	11	3
CC(=O)N(c1ccc2oc(=O)sc2c1)S(=O)(=O)c1cccc2cccnc12	1	0.3	0	-5	-1	91*	-2	7	-3	-7
CCCN(CC(=O)Nc1ccccc1OC)C(=O)c1cc(-c2ccccc2)nn1-c1ccccc1	6	0.1	6	-1	0	-3	-4	-1	-7	-9
Cc1ccc(NC(=O)NNC(=O)COc2ccc([N+](=O)[O-])cc2)cc1C	-7	0.0	-6	5	2	2	0	3	-2	-46
COc1cccc(C(=O)NCC(=O)OCc2ccc(F)cc2Cl)c1	3	0.6	3	4	-1	-2	14	2	-6	3
CC(C)(C)NC(=O)NC(=O)COC(=O)CCC1CCCC1	5	-0.4	-4	-1	0	7	0	-3	-7	-7
CC(C(=O)NCC1CCCO1)N(C(=O)c1snc(C(N)=O)c1N)c1cccc(F)c1 (stereo unspecified)	0	7.7	1	-7	8	-2	-1	-2	-18	-5
COc1ccc(Nc2nc(Nc3ccc(OC)cc3OC)nc(N3CCN(C)CC3)n2)c(OC)c1	4	0.5	0	-5	-1	-2	3	1	-1	-25
COc1ccc(C(=O)N2CCN(c3ccc(NC(=O)c4ccco4)cc3)CC2)cc1	-5	-0.1	-2	14*	0	3	-1	3	6	5
Cc1ccc(NC(=S)N2CCC(c3ccccc3)C2)c(Cl)c1 (stereo unspecified)	0	0.1	1	-5	-1	-4	-2	0	1	-3
Cn1c2c(c(=O)n(C)c1=O)CN(CCCN1CCOCC1)CN2	7	-0.4	-1	3	-1	-1	1	-1	-3	-5
CCC(=O)N(CCO)Cc1cc2ccc(C)c(C)c2[nH]c1=O	-6	0.1	-1	1	1	2	-2	-5	12	13
Cn1c(SCC(=O)N2CCCc3ccccc32)nc2cccnc21	-1	-0.2	2	-1	3	3	-2	7	9	4
O=C(CSc1ncn[nH]1)N1CCN(S(=O)(=O)c2ccc(Cl)cc2)CC1	1	-0.1	2	1	0	-3	-2	-5	4	4
Cc1ccc(C(=O)OCn2ncc(Cl)c(Cl)c2=O)cc1	-3	-0.4	3	-3	15	2	2	5	21	1
COCCNc1nc2nonc2nc1NC(C)c1ccccc1Cl (stereo unspecified)	-2	1.0	2	6	3	3	4	4	-2	-8
CCN(Cc1ccccc1)C(=O)c1nn(-c2ccc(OC)cc2)c(=O)c2c1c1ccccc1n2C	2	-0.2	3	-4	2	-3	6	5	-1	-7

Rewritten in markdown: entries from further up.
| Structure | TCR CD3 inh | KLK7 zymogen act | LEDGF integ inh | Tn7 DDE FP | UHRF1 binding | PRMT1 inh | DDE Tn6 FP inh | MBD2 inh | TDP2 absorb | SIAE inh |
| --- | --- | --- | --- | --- | --- | --- | --- | --- | --- | --- |
| COc1ccc(C(=O)N2CCN(c3ccc(NC(=O)c4ccco4)cc3)CC2)cc1 | -5 | -0.1 | -2 | 14* | 0 | 3 | -1 | 3 | 6 | 5 |
| COCCNc1nc2nonc2nc1NC(C)c1ccccc1Cl (stereo unspecified) | -2 | 1.0 | 2 | 6 | 3 | 3 | 4 | 4 | -2 | -8 |

Additional entries.
SMILES	TCR CD3 inh	KLK7 zymogen act	LEDGF integ inh	Tn7 DDE FP	UHRF1 binding	PRMT1 inh	DDE Tn6 FP inh	MBD2 inh	TDP2 absorb	SIAE inh
O=C(N/C=C\n1cnc2cc(C(F)(F)F)ccc21)c1ccc([N+](=O)[O-])cc1	4	0.1	0	-5	0	-3	-8	-2	1	-5
Cc1cn2c(N)c(/C=C3\C=Nc4ccccc43)c(=O)nc2s1	1	1.1	3	-6	0	-3	4	3	-2	-15
COc1ccc(N(CC(=O)NN=C2CCCCCCC2)S(=O)(=O)c2ccccc2)cc1	-6	0.8	-4	4	0	0	-3	2	-11	-6
CC1CCN(C(=O)/C(=C\c2ccccc2)NC(=O)c2ccccc2)CC1	-4	0.2	1	-3	-1	-3	2	-3	19	-2
CN(Cc1ccccc1)C(=O)[C@@H]1CCCN1C(=O)[C@@H]1CCCN1C(=O)c1ccccc1	2	-0.7	-3	-1	1	2	-14	0	-5	-8
COc1cc(/C=C2\C(=O)N(c3ccc(S(N)(=O)=O)cc3)N=C2C)ccc1OC(=O)c1ccco1	3	0.9	0	-5	5	8	-7	5	13	12

Screening data (PubChem)
